Screens: PubChem, several laboratories
PhoP inhibition = inhibitors of PhoP regulon expression, primary screen, Salmonella Typhimurium, GFP reporter (AID 1863); S. Typhimurium PhoP-regulated promoter GFP reporter, 4 h; higher % means a stronger effect; one-dose inhibition, % at 50 µM; IC50 in µM for titrated hits; 300,000 tested, 0.16% active;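 active = inhibition over 29.93%, a cutoff 3 SD above the screen mean, later confirmed by dose response; inconclusive = inhibition over 29.93% but no dose response follow-up; inactive = inhibition at most 29.93% or unconfirmed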;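 note: 0% = low Mg2+ inducing control and 100% = high Mg2+ repressing control; strong numbers were not always called active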
HIV peptide binding = inhibitors of HIV fusion peptide binding, primary screen, biochemical, uHTS, fluorescence dequenching (AID 1986); cell-free peptide binding, fluorescence dequenching, 30 min; higher % means a stronger effect; inhibition, % at 20 µM, or IC50 in µM where a hit was titrated; 290,000 tested, 0.3% active; in the data active = inhibition mostly above about 52%, no sharp cut-off; inactive = mostly below about 76%; note: some results filed as inactive read as strong as hits
Siah-1 displacement = Siah-1 peptide-binding antagonists, primary screen, biochemical, fluorescence polarization, rhodamine-plectin, uHTS (AID 1817) | E3 ubiquitin-protein ligase SIAH1 (Homo sapiens) | Siah-1 / rhodamine-plectin peptide fluorescence polarization; higher % means a stronger effect | one-dose displacement, % at 20 µM; IC50 in µM for titrated hits | 290,000 tested, 0.02% active;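 active = displacement of at least 50% at 20 µM, with a fluorescence ratio check between 0.3 and a set limit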;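 note: plate controls were Siah plus tracer with DMSO for no effect and tracer alone without Siah for full effect; strong numbers were not always called active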
LYP inhibition = inhibitors of LYP phosphatase, biochemical, fluorescence intensity, uHTS (AID 1779); one-dose inhibition, % at 11.5 µM; IC50 in µM for titrated hits; recombinant LYP phosphatase, fluorescence intensity; higher % means a stronger effect; 290,000 tested, 0.054% active; in the data active = inhibition above about 50%;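 note: plate controls were vehicle with enzyme for no effect and no enzyme for full effect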
GPR35 arrestin U2OS = GPR35 antagonists blocking zaprinast-driven arrestin recruitment, primary screen, imaging, U2OS, beta-arrestin-GFP, zaprinast agonist (AID 2058); G-protein coupled receptor 35 (Homo sapiens); one-dose inhibition, % at 10 µM; IC50 in µM for titrated hits; 290,000 tested, 0.052% active; U2OS GPR35 beta-arrestin-GFP translocation imaging, zaprinast antagonism; higher % means a stronger effect;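 active = inhibition of at least 50% with at least 30 cells and total cytoplasm GFP at most 10,000,000; inconclusive = under 30 cells or total GFP of 10,000,000 plus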
Myeloid diff 2 = induction of myeloid progenitor differentiation, primary screen, cell-based, flow cytometry, MLPCN library | ER-HoxA9 myeloid progenitors, lysozyme-GFP differentiation | calls only at 10 µM | 360,000 tested, 1% active | AID 624256, 2012;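 active = normalized GFP-positive differentiation at or above the plate's own cutoff, the solvent-only control mean plus 3 SD; inconclusive = no clear call, values can overlap the other calls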;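 note: cells exposed to compound for four days before flow analysis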
GPR55 LPI antagonism = GPR55 antagonists blocking LPI-driven arrestin recruitment, primary screen, imaging, U2OS, beta-arrestin-GFP, LPI agonist (AID 2013) | G-protein coupled receptor 55 (Homo sapiens) | U2OS GPR55 beta-arrestin-GFP translocation imaging, LPI antagonism; higher % means a stronger effect | inhibition, % at 10 µM; hits with a dose series show IC50 in µM | 290,000 tested, 0.13% active;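 active = spots per cell inhibited over 60%, with over 100 cells counted and total cytoplasm intensity under 500,000; inconclusive = wells with under 100 cells, flagged as likely toxic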;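 note: U2OS cells stably carrying GPR55 and arrestin-GFP stimulated by 5 µM LPI near EC80; imaged beta-arrestin-GFP aggregate spots per cell after agonist stimulation; plate controls were LPI-stimulated DMSO wells for no effect and DMSO wells without LPI for full effect; some results filed as inactive read as strong as hits; confirmed hits need IC50 under 10 µM and bright autofluorescent wells are also inconclusive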
NTR1 ag = agonists of NTR1, primary screen, imaging, U2OS cells, beta-arrestin-GFP, high content (AID 493036) | activation, % at 20 µM | NTR1-U2OS beta-arrestin-GFP spot imaging, agonist mode | Neurotensin receptor type 1 (Homo sapiens), P30989 | 330,000 tested, 0.17% active;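 active = activation at or above 40% of the spot to cytoplasm intensity ratio, with at least 20 cells analyzed; inconclusive = wells under 20 cells, flagged as cytotoxic or low count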;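 note: 0% = DMSO without peptide and 100% = 100 nM NTR1 peptide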
Target sequence (P30989 whole entry, looked up): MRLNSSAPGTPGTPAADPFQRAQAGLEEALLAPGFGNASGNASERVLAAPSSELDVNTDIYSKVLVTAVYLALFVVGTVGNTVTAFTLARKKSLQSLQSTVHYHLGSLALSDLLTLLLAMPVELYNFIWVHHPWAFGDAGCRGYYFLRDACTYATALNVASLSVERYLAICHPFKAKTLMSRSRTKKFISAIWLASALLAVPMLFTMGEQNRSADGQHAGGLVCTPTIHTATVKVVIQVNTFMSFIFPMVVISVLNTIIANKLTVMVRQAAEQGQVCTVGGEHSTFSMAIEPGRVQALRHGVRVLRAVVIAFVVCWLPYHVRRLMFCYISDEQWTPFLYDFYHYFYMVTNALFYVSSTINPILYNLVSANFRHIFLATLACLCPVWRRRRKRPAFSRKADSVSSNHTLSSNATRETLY
Rac1 GTP hydrolysis = MgcRacGAP GTPase-activating activity inhibitors, confirmation, biochemical, ADP Hunter fluorescence | Rac GTPase-activating protein 1 (Homo sapiens) | MgcRacGAP-stimulated Rac1 GTP hydrolysis, ADP Hunter fluorescence; higher % means a stronger effect; GST-tagged Rac1 F28L mutant substrate | inhibition, % at 30 µM; hits with a dose series show IC50 in µM | 340,000 tested, 0.6% active | AID 624330, 2012;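 active = first-screen hits whose inhibition reached a set limit at any dose in the follow-up dose series; inconclusive = inhibition above the set first-screen limit but never retested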;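 note: fluorescence reports GDP produced by GAP-driven GTP hydrolysis; strong numbers were not always called active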
NTR1 ag cell count 20 µM = second read-out of NTR1 ag, no call of its own (marks repeat the call); cell count; measured here: cell count, cytotoxicity flag
Myeloid diff 2 GFP+ MAC1+ % = further read-out of Myeloid diff 2, marked with its call; GFP+ MAC1+ double positive, %; measured here: differentiation confirmed by MAC1 staining
Numbers without * were called inactive; i = inactive; ? = inconclusive; . = no result given.

Molecule | Rac1 GTP hydrolysis | NTR1 ag cell count 20 µM | PhoP inhibition | Siah-1 displacement | Myeloid diff 2 | HIV peptide binding | NTR1 ag | LYP inhibition | Myeloid diff 2 GFP+ MAC1+ % | GPR55 LPI antagonism | GPR35 arrestin U2OS
CC(C)(C)n1nc(-c2ccc(Cl)cc2)c2c(N)ncnc21 | 21% | 40 | -1% | 2% | i | 1.5% | 2.9 | -8% | 1.4 | -5% | 14%
COc1cccc(C(=O)CSc2nnnn2C2CCCCC2)c1 | 8% | 89 | 2% | -6% | i | -2.4% | -2.1 | -6% | 1.6 | 7% | 10%
O=C(COC(=O)c1cccs1)NCCN1C(=O)CSC1=O | 7% | 59 | 6% | 2% | i | 1.6% | 1.7 | -4% | 1.8 | 1% | 8%
COC(=O)NNC(=O)COc1ccc(Br)c(C)c1 | 5% | 67 | -4% | -2% | i | 1.7% | -0.1 | -8% | 8.4 | 19% | -4%
Cc1ccc(CN2CCN(CC(C)C)C(CCO)C2)s1 (configuration not stated) | -11% | 80 | 7% | -5% | i | -1.2% | -0.9 | -5% | 0.5 | 9% | -7%
O=C(NCCOc1ccccc1F)C1CCC(=O)N(CC2CCCCC2)C1 (configuration not stated) | -2% | 56 | . | -3% | i | -0.3% | 0.1 | -6% | 3.3 | 3% | -6%
CCn1c(C)cc(O)c(C(=O)Nc2cccc(Cl)c2)c1=O | 4% | 70 | -9% | 2% | i | 4.0% | 1.7 | 0% | 6.3 | 11% | -4%
CCCCc1cc(=O)oc2cc(C)cc(OCc3nn[nH]n3)c12 | -1% | 43 | 3% | 4% | i | 1.1% | -0.5 | -2% | 0.2 | -10% | 14%
CCOC(=O)N1CCN(C(=O)c2ccc3c(c2)N=C(CC)c2cc(C)ccc2S3)CC1 | 4% | 67 | 5% | -2% | i | -1.9% | 4.3 | -5% | 1.3 | 3% | 0%
COc1ccc(C(=O)N2CCCC(N3CCN(c4ccccc4OC)CC3)C2)c(OC)n1 (configuration not stated) | 13% | 72 | -8% | 0% | i | 2.9% | 0.0 | 5% | 0.9 | 10% | -13%
O=C(NCc1ccon1)c1ccc(OC2CCN(CCc3ccccc3)CC2)cc1 | 3% | 39 | 2% | 5% | i | -1.2% | -0.6 | -6% | 0.2 | 19% | 11%
N#Cc1nc(-c2ccccc2Cl)oc1NCC1CCCO1 (configuration not stated) | 3% | 106 | 10% | -4% | i | -2.0% | -1.5 | -10% | 3.6 | 6% | 12%
O=S(CC(O)COCc1ccc(Cl)cc1)c1ccccn1 (configuration not stated) | 4% | 52 | 1% | 4% | i | 1.4% | -1.8 | -10% | 1.5 | 12% | 1%
Cc1nc(N2CCN(C)CC2)c2sc(=S)n(C)c2n1 | 4% | 65 | 9% | -1% | i | -1.7% | 2.9 | -4% | 1.1 | 12% | -13%
COc1ccc(S(=O)(=O)Nc2ccc3c(c2)N(C(C)=O)CCC3)cc1OC | -6% | 45 | -1% | . | i | . | 1.0 | . | 2.3 | . | .
CC1CC1c1ccc(/C=C(\C#N)C(=O)Nc2cccc(Cl)c2Cl)o1 (configuration not stated) | 4% | 47 | -7% | 5% | i | 12% | 3.2 | 8% | 0.3 | 7% | -5%
O=[N+]([O-])c1cccc(OCC(O)CN2CCN(S(=O)(=O)c3cc(Cl)ccc3Cl)CC2)c1 (configuration not stated) | 5% | 49 | 3% | 0% | i | -3.1% | 0.5 | -4% | 0.2 | 16% | 11%
Cc1cccc(/C=C/c2nc3ccccc3c(=O)[nH]2)c1 | 6% | 46 | 8% | 6% | . | 0.1% | 4.2 | -8% | . | -25% | -20%
CCOc1nc(Nc2ccc(OC)c(Cl)c2)nc(N2CCN(c3ccc(OC)cc3)CC2)n1 | 11% | 62 | -2% | -5% | i | -4.1% | 1.4 | 1% | 1.1 | 8% | -5%
CCOC(=O)c1ccc(CNC(=O)CSc2nc(NC(=O)c3ccccc3)c3c(C)c(C)oc3n2)cc1 | -3% | 66 | 1% | 2% | i | 0.2% | 8.5 | 0% | 12 | -2% | 7%
COc1ccc(C[C@H]2CN3C(=NC[C@@H]3Cc3ccccc3)N2CCNC(=O)CCC2CCCCC2)cc1 | 11% | 91 | -10% | 1% | i | 0.2% | 14 | -6% | 1.1 | 20% | -10%
COc1ccc(-n2nnnc2SCC(=O)Nc2nnn(C)n2)cc1 | -32% | 52 | 0% | 1% | i | -0.8% | 1.1 | -8% | 1.1 | 8% | 4%
Cn1cnc(S(=O)(=O)N2CCN(c3ccccc3)CC2)c1 | -23% | 73 | 8% | -3% | i | -0.7% | 0.2 | -16% | 6.9 | 5% | 12%
CCCCNC(=O)C(=O)NC(C)CCc1ccccc1 (configuration not stated) | 7% | 46 | -6% | 0% | i | -1.0% | -1.3 | -2% | 0.3 | 24% | 12%
C/C(=N\NC(=O)c1cc(C(C)C)[nH]n1)c1ccco1 | 6% | 106 | 7% | 16% | i | -3.2% | 1.7 | -8% | 0.7 | -17% | 1%
CC(Oc1ccc(C(=O)c2ccccc2)cc1)C(=O)N1CCOCC1 (configuration not stated) | 12% | 71 | 1% | . | i | . | 0.9 | . | 0.7 | . | .
[O-][n+]1c2c(nn1-c1ccc(Cl)c(Cl)c1)-c1nonc1CC2 | 7% | 53 | 3% | -4% | i | 2.1% | 2.1 | 1% | 0.2 | -2% | -11%
CCC(C)(C)n1nnnc1C(c1ccc(OC)c(OC)c1)N1CCN(c2ccccc2)CC1 (configuration not stated) | 4% | 52 | -7% | 3% | i | -2.6% | -0.1 | -2% | 0.9 | -1% | -4%
CCOC(=O)CC(=O)CSc1nc2ccc(C)cc2cc1C#N | ? | 41 | -21% | 3% | . | 14% | -0.6 | 11% | . | 24% | 9%
N#Cc1ccc(C(=O)Nc2ccc(S(=O)(=O)NC3=NCCCCC3)cc2)cc1 | 12% | 40 | -9% | 4% | i | -1.2% | -0.5 | -5% | 1.6 | 3% | 9%

Reprinted at random: 2 compounds from above.
Molecule | Rac1 GTP hydrolysis | NTR1 ag cell count 20 µM | PhoP inhibition | Siah-1 displacement | Myeloid diff 2 | HIV peptide binding | NTR1 ag | LYP inhibition | Myeloid diff 2 GFP+ MAC1+ % | GPR55 LPI antagonism | GPR35 arrestin U2OS
COc1ccc(-n2nnnc2SCC(=O)Nc2nnn(C)n2)cc1 | -32% | 52 | 0% | 1% | i | -0.8% | 1.1 | -8% | 1.1 | 8% | 4%
O=C(NCc1ccon1)c1ccc(OC2CCN(CCc3ccccc3)CC2)cc1 | 3% | 39 | 2% | 5% | i | -1.2% | -0.6 | -6% | 0.2 | 19% | 11%

Next section
Molecule | Rac1 GTP hydrolysis | NTR1 ag cell count 20 µM | PhoP inhibition | Siah-1 displacement | Myeloid diff 2 | HIV peptide binding | NTR1 ag | LYP inhibition | Myeloid diff 2 GFP+ MAC1+ % | GPR55 LPI antagonism | GPR35 arrestin U2OS
C=CCNC(=O)Cn1nnc(-c2ccc(-c3ccc(OC)cc3)cc2)n1 | 1% | 49 | -4% | 2% | i | 0.3% | 0.0 | -8% | 0.8 | 0% | -1%
CCCCCN(C(=O)CCC(=O)OCC(=O)N(CC#N)c1ccccc1)c1c(N)n(CCCC)c(=O)[nH]c1=O | 0% | 70 | -5% | . | i | . | -0.8 | . | 0.2 | . | .
CC(=O)N/N=C(\C)c1ccc(Br)cc1Br | 8% | 58 | -2% | 14% | i | -0.6% | 0.1 | -8% | 0.2 | -3% | 10%
Cc1noc(C)c1S(=O)(=O)Nc1ccc(C(=O)Nc2ccc(OC(F)(F)F)cc2)cc1 | 7% | 50 | -6% | 2% | i | 19% | 0.2 | 3% | 0.7 | 7% | -10%
COc1ccc(-c2csc(N3CCSCC3)n2)cc1 | 9% | 94 | . | 3% | i | -3.0% | 1.9 | -4% | 0.4 | -2% | 10%
COCC(=O)Nc1nc(-c2ccc([N+](=O)[O-])cc2)cs1 | 4% | 38 | -2% | 5% | i | 1.6% | 0.2 | -2% | 0.8 | 10% | -7%
N/C(=N\S(=O)(=O)c1cc(C(F)(F)F)cc(C(F)(F)F)c1)c1ccc(Cl)cc1 | 9% | 44 | -1% | 6% | i | 1.3% | 8.5 | 6% | 0.2 | 2% | -18%
CCONC(=O)Nc1ccccc1[N+](=O)[O-] | 2% | 53 | 28% | -3% | i | 0.8% | 0.8 | -6% | 1.2 | -10% | -17%
Cc1ccc(OCC(=O)NCCCNC(=O)c2ccccn2)cc1 | 5% | 55 | 0% | -2% | i | 0.6% | 1.7 | -6% | 0.0 | 3% | -4%
Cc1ccccc1CN1CCN(CC(=O)NCc2ccccn2)C1=O | 8% | 86 | -7% | 4% | i | 1.5% | -1.2 | 0% | 1.5 | -4% | -2%
O=C(/C(=C(\O)c1ccccc1)c1nc2ccccc2[nH]1)c1ccccc1 | -8% | 39 | -15% | 15% | i | -1.1% | 12 | -3% | 0.1 | 4% | 1%
N#Cc1cc2c(nc1SCC(=O)O)CCCC2 | 6% | 85 | 7% | -2% | i | -0.8% | -1.2 | -6% | 0.7 | -10% | -2%
Cc1nnc(SCC(=O)N2CCN(c3ccccc3)CC2)n(N)c1=O | 1% | 58 | -8% | 1% | i | 0.4% | 1.5 | 0% | 0.6 | -1% | -5%
Cc1ccc(NC(=O)CSc2nnc(-c3cc(C)on3)o2)cc1 | -2% | 51 | 0% | 5% | i | 0.6% | 0.0 | -8% | 1.0 | -12% | -10%
COc1ccc(C(=O)CC(=O)C(=O)Nc2ccc(Cl)cc2)cc1 | 6% | . | -3% | 5% | i | 1.1% | . | -4% | 0.2 | 4% | -4%
O=C(O)[C@H](Cc1ccccc1)NC(=O)C(c1ccccc1)(c1ccccc1)c1ccccc1 | 8% | 56 | -5% | 2% | i | 12% | 3.6 | 7% | 1.8 | 12% | 0%
